Assay outcomes deposited in PubChem by several laboratories.
S1P2 blocker: human S1P2 receptor antagonists, primary screen, cell-based. inhibition, % at 5 µM. actives 0.21% (n = 97,000). cell-based S1P2 antagonist assay, inhibition at 5 uM; in the data active means inhibition above about 45%;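 further: CRE beta-lactamase reporter cells expressing human S1P2 stimulated with S1P; 0% = agonist at EC80 alone and 100% = agonist plus reference antagonist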
Target sequence (O95136 whole entry, looked up): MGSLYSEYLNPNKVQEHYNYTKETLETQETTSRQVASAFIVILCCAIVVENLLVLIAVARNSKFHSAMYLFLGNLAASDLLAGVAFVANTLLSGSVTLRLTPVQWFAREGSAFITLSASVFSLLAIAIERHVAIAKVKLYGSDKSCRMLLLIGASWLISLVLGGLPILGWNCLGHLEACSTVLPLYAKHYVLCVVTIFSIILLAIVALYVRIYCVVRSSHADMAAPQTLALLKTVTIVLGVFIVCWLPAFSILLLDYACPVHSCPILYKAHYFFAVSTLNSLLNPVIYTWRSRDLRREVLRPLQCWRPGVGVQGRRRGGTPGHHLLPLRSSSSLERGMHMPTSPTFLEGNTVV
PostGolgi ctrl: growth inhibition of yeast control strain, primary screen, counter-screen for post-Golgi transport modulator project. efflux-deficient yeast background strain, growth absorbance A615, 16 h. inhibition, % at 10 µM. actives 5% (n = 98,000); in the data active means inhibition above about 30%
Fibroblast inh: antiproliferative effect on LL 47 fibroblasts – human, LL 47 cells, CellTiter-Glo luminescence, primary screen | LL 47 human lung fibroblast viability, ATP luminescence; active compounds read low | actives 1.1% (n = 85,000) | viability, % at 10 µM | AID 719, 2007;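 active means viability at or below 50% in the single dose screen; inactive means viability above 50%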;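 further: compound exposure lasted 72 h before the ATP readout; 100% = median luminescence of untreated cell-only wells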
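Benchmarks: Cell-only wells, no compound | Test system: LL 47 human lung fibroblasts, passage 12 or lower | Input: 1,150 cells/well | Measured by: CellTiter-Glo luminescence measuring cellular ATP | Medium: IMEM, 15% FBS supplement | Schedule: Overnight attachment after seeding, then 72 h compound exposure at 37 °C | Doses: Compound addition at 0.1% DMSO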
sEH activator: soluble epoxide hydrolase activators, primary screen, biochemical, human sEH; Bifunctional epoxide hydrolase 2 (Homo sapiens), P34913; purified human sEH enzymatic activity, activator screen; activation, % at 2 µM; actives 0.04% (n = 91,000); AID 717, 2007; in the data active means activation above about 37%; further: values of inactives mirror those of a sister screen read the other way
Target sequence (P34913 whole entry, looked up): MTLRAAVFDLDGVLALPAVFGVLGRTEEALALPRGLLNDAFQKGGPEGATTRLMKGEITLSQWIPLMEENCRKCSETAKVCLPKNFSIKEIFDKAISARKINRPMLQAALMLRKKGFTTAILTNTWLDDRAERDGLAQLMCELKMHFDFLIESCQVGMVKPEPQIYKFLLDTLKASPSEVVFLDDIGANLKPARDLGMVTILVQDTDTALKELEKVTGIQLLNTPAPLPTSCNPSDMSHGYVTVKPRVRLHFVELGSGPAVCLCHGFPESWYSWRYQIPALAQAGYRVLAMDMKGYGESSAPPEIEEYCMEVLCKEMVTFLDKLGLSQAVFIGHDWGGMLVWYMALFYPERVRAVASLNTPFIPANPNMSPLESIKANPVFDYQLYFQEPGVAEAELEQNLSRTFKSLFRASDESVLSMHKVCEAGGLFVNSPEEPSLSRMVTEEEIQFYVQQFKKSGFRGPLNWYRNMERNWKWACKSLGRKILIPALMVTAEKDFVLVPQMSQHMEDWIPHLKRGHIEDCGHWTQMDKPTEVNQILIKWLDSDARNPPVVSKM
H69AR growth 86K: proliferation blockers of H69AR lung cancer cells, primary screen, cell-based, human, 86K library. AID 598, 2007. viability, % at 10 µM. H69AR lung tumor viability, ATP luminescence, 72 h; active compounds read low. actives 6% (n = 85,000);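 active means viability at or below 40%; inactive means viability above 40%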;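 further: multidrug resistant small cell line overexpressing MRP-1 efflux transporter; 100% = mean luminescence of untreated control wells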
sEH inh: soluble epoxide hydrolase inhibitors, primary screen, biochemical, human sEH; actives 0.34% (n = 91,000); inhibition, % at 2 µM; AID 707, 2007; recombinant human sEH enzymatic activity assay; in the data active means inhibition above about 80%; further: values of inactives mirror those of a sister screen read the other way; many of its hits are not listed in these tables
HUVEC inhibit: inhibitors of HUVEC proliferation, primary screen, cell-based, 384-well. CellTiter-Glo luminescence, 72 h; active compounds read low. viability, % at 10 µM (by protocol). AID 648, 2007. actives 1.1% (n = 86,000);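 active means viability at or below 30%; inactive means viability above 30%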;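 further: 100% = median luminescence of DMSO-only cell control wells on each plate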
S1P2 agonist: S1P2 receptor agonists, primary screen, cell-based. activation, % at 4.5 µM. Sphingosine 1-phosphate receptor 2 (Homo sapiens), O95136. actives 0.46% (n = 97,000). S1P2-expressing cell line, agonist reporter read-out; in the data active means activation above about 16%;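 further: 0% = vehicle low control and 100% = maximal reference agonist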
PTPN22 act: LYP phosphatase activators, primary screen, biochemical, DiFMUP fluorescence, 2 µM. actives 0.11% (n = 96,000). AID 697, 2007. recombinant LYP; 0 = plate median, 100 = signal doubled. activation, % at 2 µM. Tyrosine-protein phosphatase non-receptor type 22 (Homo sapiens), Q9Y2R2;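 active means activation at 2 µM above a set limit, the mean plus 5 SD, cut at about 37% in these data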
The depositor's hits bear a star; / = not tested or not shown. Only part of the results is shown; rates above refer to the full screens.

smiles,PostGolgi ctrl,sEH inh,PTPN22 act,S1P2 blocker,Fibroblast inh,H69AR growth 86K,sEH activator,HUVEC inhibit,S1P2 agonist
Cc1cc([N+](=O)[O-])cc2ncccc12,0,0,5,-6,/,/,3,/,-6
CCOc1ccc(-n2c(SCC(=O)Nc3cc(C)on3)nnc2-c2c[nH]c3ccccc23)cc1,-10,-22,-1,-6,90,27*,18,59,-5
COc1ccccc1Oc1ccc2c(c1)C(=O)N(c1ccc(O)cc1)C2=O,-7,/,/,/,100,97,/,120,/
CCSc1nc2cc(C(=O)OC)ccc2c(=O)n1CC,18,-14,1,0,/,/,13,/,-3
CC(C)c1nc(C#N)c(NCCCn2ccnc2)o1,-3,-13,-5,-1,102,91,11,102,-2
CCOC(=O)C1=NN(C(=O)Nc2ccc(OC)cc2)C2C(=O)N(c3cccc(C(F)(F)F)c3)C(=O)C12 (configuration not stated),11,-4,10,-2,/,/,6,/,-5
O=C(CSc1nnnn1C1CCCC1)NCc1ccc2c(c1)OCO2,9,3,10,6,99,89,-2,90,-1
CCC(C)Oc1cccc(OCCCCN2C(=O)NC(C)(C)C2=O)c1 (configuration not stated),14,4,-6,1,106,49,-1,87,-1
CC(C)CCN(C)c1ccc(/C=N/n2cnnc2)cc1,18,-6,-12,17,100,92,4,115,-5
COc1cc2c(cc1OC)C(c1cccc([N+](=O)[O-])c1)N(C(=O)c1ccc(F)cc1)CC2 (configuration not stated),25,-2,-11,7,/,/,5,/,1
COc1cc(NC(=O)c2cc(CC(C)C)on2)c(OC)cc1Cl,18,/,/,/,88,86,/,96,/
CC(=O)Nc1ccc(S(=O)(=O)NCCSCc2c(Cl)cccc2Cl)cc1,11,-2,2,13,/,/,1,/,-6
c1coc(-c2nn3c(-c4ccco4)nnc3s2)c1,14,-6,-14,8,99,83,6,93,-7
N#C/C(=C\c1ccc[nH]1)Sc1nc2ccccc2s1,16,/,/,/,83,103,/,73,/
CCOC(=O)CSC1=C(C#N)C(c2ccc(C)cc2)C2=C(CCCC2=O)N1 (configuration not stated),7,/,-14,14,97,98,/,105,-5
CC(/C=C(\NC(=O)c1ccccc1)C(=O)N=Nc1c(O)[nH]c2ccc(C)cc12)=C\c1ccccc1,7,11,-1,23,/,/,-9,/,-8
O=C(NCCC(=O)N1CCN(c2ncccn2)CC1)c1ccccc1,-1,3,4,-10,104,97,-2,103,-9
Cc1ccc(C)c(-c2nc3ccc(N)cc3[nH]2)c1,10,-11,-7,0,95,56,10,89,-3
Cc1cc(C(=O)COC(=O)Cn2c(C(F)(F)F)nc3ccccc32)c(C)n1Cc1ccco1,-9,-9,-3,4,95,101,8,97,-5
Cc1oc(/N=C/c2cccc3ccccc23)c(C#N)c1C,8,/,/,/,105,105,/,106,/
CCOC(=O)c1[nH]c2ccc(F)cc2c1NC(=O)c1cc(OC)c(OC)c(OC)c1,30*,-10,12,-33,104,88,10,83,18*
Cc1nc(-c2ccccn2)sc1C(=O)Nc1ccc(F)cc1,6,4,-8,13,/,/,-6,/,-5
CCOc1ccc(N2CC(C(=O)Nc3ccc(S(=O)(=O)N4CCOCC4)cc3)CC2=O)cc1 (configuration not stated),3,/,2,5,100,74,/,92,-5
Cc1ccc(NCN2C(=O)C3CC=CCC3C2=O)cc1 (configuration not stated),/,13,-9,-6,103,87,-11,94,-5
Cc1cc2ncn(/N=C/c3cccnc3)c2cc1C,29,0,4,0,90,87,4,96,-11
CCOC(=O)c1cc(-c2ccco2)nc2c1c(C)nn2CCC#N,1,-24,-2,-10,90,71,19,87,-1
O=C(Nc1ccc(Cn2cccn2)cc1)c1ccc(COc2ccc(Br)cc2)cc1,-5,-14,-5,-8,/,/,13,/,-5
O=C(c1cccc(C(=O)N2CCN(c3ccccc3)CC2)c1)N1CCN(c2ccccc2)CC1,7,-7,-3,1,/,/,5,/,-8
CCOc1ccc(C(=O)NCC(=O)OCC(=O)N2CCCCC2)cc1,6,-6,-3,6,/,/,8,/,-2
COc1ccc(NC(=O)C2CCCO2)cc1OC (configuration not stated),2,7,3,4,103,101,-4,103,-4
C1=CC2CC1CC2CN1CCN(c2ccccc2)CC1 (configuration not stated),11,/,/,/,108,97,/,105,/
CC1(C)Cc2nc3sc(C(=O)NCCO)c(N)c3cc2CO1,/,2,4,-33,110,76,1,94,1
Cc1ccc(NC(=O)CC2SC3=NCCCN3C2=O)c(C)c1 (configuration not stated),8,-2,9,-1,93,99,3,108,-5
CC(=O)Nc1nc2ccccc2n1Cc1ccccc1,5,0,-6,0,80,82,2,90,-1
C/C=C/Cn1c(SCc2ccc(Cl)cc2)nc2c1c(=O)[nH]c(=O)n2C,43*,-3,-2,-20,87,51,3,77,0
COc1cccc(C2/C(=C(\O)c3ccc4c(c3)OCO4)C(=O)C(=O)N2CCN(C)C)c1OC (configuration not stated),5,-18,4,-1,/,88,20,94,-3
CC(=O)NC(Cc1c[nH]c2ccccc12)C(=O)N1CCc2ccccc2C1 (configuration not stated),-1,5,1,-6,100,93,-5,92,-4
Cc1cc(C)cc(Oc2nn[nH]n2)c1,-3,6,8,0,/,/,-4,/,-4
COc1ccc(C(=O)N(Cc2ccco2)Cc2cccs2)c(O)c1,22,-13,7,-5,109,85,10,98,-2
CCN(CC(O)COc1ccc(OCC(O)CN(CC)C2CCCCC2)cc1)C1CCCCC1 (configuration not stated),/,10,6,0,91,89,-8,75,-6
CCn1ccc(C(=O)Oc2ccc(Cl)cc2)n1,18,7,-1,2,97,85,-8,100,-6
COc1ccc(C(=O)Nc2nc(-c3cccs3)c(NC(C)=O)s2)cc1,/,-7,3,-9,67,74,8,73,-1
CCOC(=O)c1cccc(N2C(=O)C3C(C(=O)NC4CC4)C4(C)C=CC3(O4)C2C(=O)NC(C)(C)C)c1 (configuration not stated),4,5,-3,16,110,100,-3,98,-4
CCc1ccc(Nc2cc(=O)n(C3CCCCC3)c(=O)[nH]2)cc1,23,-2,-8,1,85,16*,3,69,-9
Cc1cc(C)c(C)c(S(=O)(=O)NCC(=O)Nc2sc3c(c2C(N)=O)CCCC3)c1C,4,4,-4,-19,/,/,-2,/,-5
Cc1cccc(C2N(c3ccc(F)cc3)C(=O)C3CCCN32)c1 (configuration not stated),/,-3,-2,13,88,95,2,104,1
Cc1cc(=O)n2c(nc3ccccc32)[nH]1,/,-10,4,-12,109,79,10,83,3
CCN1CCN(C(c2ccccc2)c2nnnn2Cc2ccccc2)CC1 (configuration not stated),/,12,12,-36,87,95,-9,93,-6
O=c1nc(NCc2ccccc2Cl)cn[nH]1,-2,5,6,10,100,91,-5,91,-6
COc1cccc(-n2c(COc3ccccc3C)nnc2SCC(=O)O)c1,3,1,0,-6,101,96,-2,99,-5

The listing continues:
smiles,PostGolgi ctrl,sEH inh,PTPN22 act,S1P2 blocker,Fibroblast inh,H69AR growth 86K,sEH activator,HUVEC inhibit,S1P2 agonist
O=C(CCc1ccccc1)NNC(=O)C12CC3CC(CC(C3)C1)C2,-2,-6,10,3,/,/,7,/,0
O=C(Nc1nc(-c2ccco2)c(-c2ccco2)s1)C1CC(=O)N(c2ccc3c(c2)OCCO3)C1 (configuration not stated),12,/,/,/,104,65,/,80,/
CCOC(=O)c1c(C)[nH]c(C(=O)CSc2nnnn2-c2ccc(C)cc2)c1C,9,4,0,-20,102,95,-6,68,-5
CCCC(C)C(=O)Nc1cccc(NC(C)=O)c1 (configuration not stated),6,3,3,8,106,98,-2,94,-8
CCn1c(N2CCC(C)CC2)nc2c1c(=O)n(C)c(=O)n2C,7,5,-3,9,97,77,-7,95,-8
COc1ccc(OC)c(NC(=O)C23CCC(C)(C(=O)C2)C3(C)C)c1 (configuration not stated),6,6,-5,4,93,75,-4,86,-2
CCOC(=O)c1c(C)[nH]c(C(=O)COC(=O)CSC)c1C,1,16,3,-6,103,88,-15,74,-6
CCOC(=O)N1CCN(C(=O)C(NC(=O)c2ccc(CC)cc2)C(C)C)CC1 (configuration not stated),-6,0,-4,4,96,84,0,107,-10
CCS(=O)(=O)N1CCC(C(=O)NCc2cccc(OC)c2)CC1,-12,/,-1,-1,97,98,/,96,-8
CCCn1nnnc1SCC(=O)NNC(=O)C1CCCCC1,5,7,2,-5,/,/,-4,/,-4
CCn1c(SCC(=O)Nc2cccc(F)c2)nc2c(c1=O)SC(C)C2 (configuration not stated),-3,-6,0,-16,/,/,5,/,-1
O=C(CC(O)(c1ccccc1)C(F)(F)C(F)F)c1cccs1 (configuration not stated),8,29,0,-5,93,99,-25,89,-9
Cn1nc(OC(=O)Nc2ccccc2)cc1C(F)(F)F,19,-1,-3,13,101,91,-2,102,-2
COc1ccc(Nc2nc(N)nc(CSc3nnc(N)s3)n2)cc1,-4,4,4,-7,103,102,-1,94,-4
Cc1nc2sc(C(c3cccc(F)c3)N3CCCC(C)C3)c(O)n2n1 (configuration not stated),1,7,-5,9,97,98,-4,98,-4
COc1cc2cc(CN(Cc3ccc4c(c3)OCO4)C(=O)c3ccco3)c(=O)[nH]c2cc1OC,/,10,-3,-21,100,52,-6,87,-1
C=CCn1c(C)cc(C(=O)CSc2nnc(NCc3ccccc3)s2)c1C,96*,5,-6,10,53,25*,-4,58,-3
COc1cccc(C(C)NC(=O)Nc2cccc(C(F)(F)F)c2)c1 (configuration not stated),11,74,-8,-19,/,/,-74,/,-3
CCOC(=O)C1CCN(C(=O)COC(=O)c2ccc(Br)o2)CC1,3,10,-3,6,106,110,-9,96,-8
CCOC(=O)c1c(C)noc1CP(=O)(c1ccccc1)c1ccccc1,6,-6,1,-23,93,100,6,85,-1
Cc1c(C(=O)N2CCOCC2)sc2nc(-c3ccccc3)cn12,7,-8,-9,15,109,96,8,110,-3
COC(=O)c1cccc(CSc2nnc(C)s2)c1,2,-9,8,2,96,90,9,102,-5
CS(=O)(=O)Nc1ccc(C(=O)N2CCCC2)cc1,3,6,-14,-6,96,89,-3,89,-2
CC(C)c1cc(CN2CCN(CCC#N)CC2)cc(C(C)C)c1O,9,4,-10,-8,79,99,-6,93,-7
Cc1ccnn1CCSCC(=O)O,-7,-27,1,-1,99,89,20,104,-2
CC(C)NS(=O)(=O)c1ccc(CCC(=O)Nc2cc(Cl)ccc2Oc2ccccc2)cc1,6,12,13,10,/,/,-11,/,-4
COc1ccc(CCN(C)CCC(=O)Nc2c(C)cc(C)cc2C)cc1OC,-2,14,2,9,/,/,-11,/,-5

Complete entries, quoted from the list.
Cc1c(C(=O)N2CCOCC2)sc2nc(-c3ccccc3)cn12 is entered as PostGolgi ctrl: 7; sEH inh: -8; PTPN22 act: -9; S1P2 blocker: 15; Fibroblast inh: 109; H69AR growth 86K: 96; sEH activator: 8; HUVEC inhibit: 110; S1P2 agonist: -3
COc1cccc(C(C)NC(=O)Nc2cccc(C(F)(F)F)c2)c1 (configuration not stated) is entered as PostGolgi ctrl: 11; sEH inh: 74; PTPN22 act: -8; S1P2 blocker: -19; Fibroblast inh: /; H69AR growth 86K: /; sEH activator: -74; HUVEC inhibit: /; S1P2 agonist: -3
